LAP4-GFP MLPCN: yeast TOR pathway LAP4-GFP modulation | 0.34% of 320,000 active | S. cerevisiae LAP4-GFP multiplex, flow cytometry GFP, 3 h; median GFP as percent of DMSO wells | AID 2023 | GFP response vs DMSO, % at 10 µM;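 active = GFP response vs DMSO above a set limit, about the screen mean plus 3 SD, cut at about 150% in these data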
MEP2 TOR yeast: yeast TOR pathway MEP2-GFP modulation; S. cerevisiae MEP2-GFP strain, flow cytometry GFP, 3 h; 100% = DMSO control level; GFP response vs DMSO, % at 10 µM; 0.51% of 330,000 active;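 active = GFP response versus DMSO above a set limit, roughly screen mean plus 3 SD, cut at about 180% in these data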;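 also: median GFP fluorescence of the barcode-gated MEP2-GFP cells per well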
GRK2 inh: inhibitors of human GRK2 displacing RNA aptamer | P25098 | bead flow cytometry, FAM-aptamer displacement from GRK2 | inhibition of aptamer binding, % at 10 µM | 0.59% of 330,000 active | AID 488847;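 active = inhibition of aptamer binding above 40%, roughly 3 SD of noise, on plates passing a quality check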;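 also: median bead fluorescence of bound FAM aptamer so fluorescent compounds give negative values; no value below 0 was filed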
VLA-4 inh: inhibition in a human VLA-4 binding assay. VLA-4 expressing cells, ligand binding flow cytometry. P13612. inhibition, % (about 7 µM as worked out from the volumes in the protocol). 0.2% of 330,000 active; in the data active = inhibition above about 50%
Target sequence (P13612 whole entry, looked up): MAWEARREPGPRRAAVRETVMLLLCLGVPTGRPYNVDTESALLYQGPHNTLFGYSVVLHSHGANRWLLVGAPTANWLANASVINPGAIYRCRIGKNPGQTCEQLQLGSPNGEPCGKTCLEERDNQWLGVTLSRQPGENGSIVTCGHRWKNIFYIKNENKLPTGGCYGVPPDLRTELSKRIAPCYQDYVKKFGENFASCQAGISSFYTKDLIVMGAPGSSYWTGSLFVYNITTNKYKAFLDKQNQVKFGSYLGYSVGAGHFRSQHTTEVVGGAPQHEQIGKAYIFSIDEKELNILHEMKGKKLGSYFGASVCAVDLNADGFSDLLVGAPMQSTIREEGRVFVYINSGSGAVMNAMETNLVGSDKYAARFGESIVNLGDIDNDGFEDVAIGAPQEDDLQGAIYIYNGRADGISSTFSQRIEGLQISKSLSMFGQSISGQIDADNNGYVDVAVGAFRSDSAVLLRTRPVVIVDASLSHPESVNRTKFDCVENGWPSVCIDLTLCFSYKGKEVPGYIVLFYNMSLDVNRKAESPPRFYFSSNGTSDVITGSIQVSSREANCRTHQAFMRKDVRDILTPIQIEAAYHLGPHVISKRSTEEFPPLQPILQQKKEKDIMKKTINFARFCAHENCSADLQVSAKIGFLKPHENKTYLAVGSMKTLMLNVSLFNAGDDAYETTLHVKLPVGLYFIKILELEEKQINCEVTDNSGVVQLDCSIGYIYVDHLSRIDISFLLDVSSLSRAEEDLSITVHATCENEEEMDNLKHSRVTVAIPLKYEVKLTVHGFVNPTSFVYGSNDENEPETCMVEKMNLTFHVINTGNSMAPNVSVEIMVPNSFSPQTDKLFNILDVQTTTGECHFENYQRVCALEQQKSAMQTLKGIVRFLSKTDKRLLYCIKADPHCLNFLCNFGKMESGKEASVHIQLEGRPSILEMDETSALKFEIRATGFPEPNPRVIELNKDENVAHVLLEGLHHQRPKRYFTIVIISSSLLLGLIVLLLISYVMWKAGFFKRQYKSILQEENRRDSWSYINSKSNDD
RPL19A TOR yeast: yeast TOR pathway RPL19A-GFP modulation; percent response vs DMSO, % at 10 µM; AID 2025; S. cerevisiae RPL19A-GFP strain, flow cytometry, 3 h; active compounds read low; 0.3% of 330,000 active;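 active = percent response vs DMSO below 50%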;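 also: median channel GFP fluorescence of the barcoded RPL19A-GFP strain; ratio of sample median GFP to plate DMSO average so 100% = DMSO; lower means less RPL19A-GFP as with rapamycin TOR inhibition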
CIT2-GFP yeast: modulators of TOR pathway CIT2-GFP in S. cerevisiae | S. cerevisiae CIT2-GFP strain, flow cytometry, 3 h; 100 means same as DMSO wells | GFP response vs DMSO, % at 10 µM | 0.065% of 320,000 active | AID 2029;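 active = GFP response relative to DMSO above a set limit, near the screen mean plus 3 SD, cut at about 150% in these data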;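 also: ratio of well median GFP fluorescence to mean of DMSO wells on the plate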
AGP1-GFP MLPCN: modulators of TOR pathway AGP1-GFP in S. cerevisiae; S. cerevisiae AGP1-GFP multiplex flow cytometry, 3 h; GFP as percent of DMSO wells; GFP response vs DMSO, % at 10 µM; 0.02% of 320,000 active; AID 2066;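 active = GFP response relative to DMSO above a set limit, near screen average plus 3 SD, cut at about 150% in these data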;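 also: median GFP channel fluorescence of the gated AGP1 strain per well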
Yeast superoxide: caloric restriction mimetics inhibiting age-related superoxide in yeast; S. cerevisiae aged cells, superoxide DHE fluorescence; active compounds read low; superoxide response (% of plate mean), % at 10 µM; 0.18% of 330,000 active;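 active = superoxide response under a set limit, about three screen SD below normal, cut at about 65% in these data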;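 also: yeast aged for seven days with compound at 30 °C before DHE staining; 100% = average MFI of all compound-treated wells on the plate with controls excluded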
Numbers without * were called inactive; . = no result given.

SMILES	LAP4-GFP MLPCN	MEP2 TOR yeast	GRK2 inh	VLA-4 inh	RPL19A TOR yeast	CIT2-GFP yeast	AGP1-GFP MLPCN	Yeast superoxide
CCCc1nnc(NC(=O)c2nc(S(=O)(=O)Cc3cccc(C)c3)ncc2Cl)s1	108	104	2	18	96	95	98	87
O=C(CN1C(=O)c2ccccc2C1=O)NCC1CCCO1 (stereo not drawn)	101	105	0	6	97	101	103	98
O=C1NCCN(Cc2ccc(Cl)c(F)c2)C1CC(=O)N1CCc2ccccc2C1 (stereo not drawn)	100	101	3	-3	97	98	103	106
COc1ccccc1CNC(=O)COC(=O)c1cc(C)nc2ccccc12	96	100	0	10	96	95	94	134
CCCn1c(C)cs/c1=N\C(=S)Nc1ccccc1	78	97	7	11	115	113	96	89
Cc1ccc(O)c(C(CC(=O)NCc2cccnc2)c2ccccc2)c1 (stereo not drawn)	102	96	2	12	96	96	104	95
Cc1ccnc(SCc2cn3c(C)cc(C)nc3n2)n1	113	96	0	0	97	105	101	105
COc1ccc(S(=O)(=O)NCC(c2cccnc2)N2CCN(c3ccccc3)CC2)cc1C (stereo not drawn)	93	101	0	18	97	102	88	110
COc1ccc2c(c1)C1NC(=S)N[C@@](C)(O2)C1C(=O)Nc1ccccc1 (stereo partly drawn)	97	97	3	-9	95	101	102	95
CC(C)c1ccc(NS(=O)(=O)c2ccc3[nH]cc(C(=O)N4CCC(C(N)=O)CC4)c(=O)c3c2)cc1	88	99	1	4	99	90	102	98
O=C(c1cccc(S(=O)(=O)N2CCCC2)c1)N1CCN(c2ccccc2)CC1	92	89	2	0	91	93	90	78
Cc1c(C(=O)NCc2ccc3c(c2)OCO3)sc2nc(-c3ccc(F)cc3)cn12	102	99	2	-11	99	111	107	113
O=C(NNc1ccccc1[N+](=O)[O-])NC1CCCCC1	94	99	8	-3	103	102	99	102
COC(=O)/C=C1/SC(=NC(=O)c2ccc(Cl)cc2)NC1=O	105	98	0	-8	98	96	99	90
Oc1ccc(N=Nc2ccc3ccccc3c2)cc1	113	110	.	-1	100	98	76	84
Cc1ccc(NC(=O)C(=O)NCCN2CCN(C(=O)C(c3ccccc3)c3ccccc3)CC2)cc1	95	109	0	7	102	.	107	93
CCn1cc(C(=O)O)c(=O)c2cc(F)c(N3CCN(C(=S)Nc4ccccc4OC)CC3)cc21	102	108	3	-3	109	109	109	92
Cc1ccc(C)c(NC(=O)CN(C)C(=O)c2cc(-c3cccs3)nn2-c2ccccc2)c1	101	99	2	-11	103	100	97	96
Cc1cc(C)cc(N2C(=O)CC(N(C(=O)c3ccco3)c3cc(C)cc(C)c3)C2=O)c1 (stereo not drawn)	99	106	29	-1	102	.	104	99
CCCC(=O)Nc1ccc(C(=O)N2CCCC2)cc1	94	101	6	4	105	.	104	104
CN(C)/C=C1\C=C2C(=O)c3ccccc3N2C1=O	141	162	0	-135	107	124	112	96
Cc1ccc(C)c(NC(=O)COC(=O)CCC(=O)c2cccs2)c1	97	102	0	4	106	97	96	104
Cc1ccc(OCCNC(=O)c2cccc(C)c2)cc1	91	101	8	-3	103	103	102	82
COc1ccc(NC(=O)/C(Cl)=C(/Cl)S(=O)Cc2ccccc2)cn1 (stereo not drawn)	288*	100	0	24	78	90	84	93
O=C(/C=C/c1ccco1)Nc1ccc(N2CCCC2)cc1	97	107	0	12	108	112	103	98

An excerpt from above in order of the AGP1-GFP MLPCN value, descending.
canonical_smiles	LAP4-GFP MLPCN	MEP2 TOR yeast	GRK2 inh	VLA-4 inh	RPL19A TOR yeast	CIT2-GFP yeast	AGP1-GFP MLPCN
Cc1ccc(NC(=O)C(=O)NCCN2CCN(C(=O)C(c3ccccc3)c3ccccc3)CC2)cc1	95	109	0	7	102	.	107
O=C(NNc1ccccc1[N+](=O)[O-])NC1CCCCC1	94	99	8	-3	103	102	99
CCCn1c(C)cs/c1=N\C(=S)Nc1ccccc1	78	97	7	11	115	113	96

(next part)
SMILES	LAP4-GFP MLPCN	MEP2 TOR yeast	GRK2 inh	VLA-4 inh	RPL19A TOR yeast	CIT2-GFP yeast	AGP1-GFP MLPCN	Yeast superoxide
CCN(CC)S(=O)(=O)c1cccc(NC(=O)c2ccc(Br)cc2)c1	103	93	0	6	93	.	98	101
CN1C(C(=O)NCc2cccc(C(F)(F)F)c2)CC2Cn3c(nc4ccccc43)C21 (stereo not drawn)	94	104	0	35	97	105	105	100
O=C(Nc1ccccc1)c1cnc(-c2ccccc2)nc1-c1ccccc1	103	96	0	4	99	97	103	101
Cc1ccc(C(=O)Nc2ccncc2)cc1S(=O)(=O)N1CCOCC1	99	107	4	-16	103	101	99	107
CCc1cccc(CC)c1NC(=S)N1CCn2cccc2C1c1cccnc1 (stereo not drawn)	97	98	2	-1	106	110	105	89
O=S(=O)(NCC1CCN(S(=O)(=O)c2ccccc2)CC1)c1ccccc1	89	100	0	-4	105	.	106	94
Cc1cc(C)cc(N(C(=O)c2ccc(Br)o2)C2C=CS(=O)(=O)C2)c1 (stereo not drawn)	94	101	2	2	106	101	102	107
CN1CCCN(C(=O)CC2(CC(=O)O)CCCCC2)CC1	107	101	2	7	101	107	106	108
CC(=O)Nc1ccc(Nc2c3ccccc3nc3ccccc23)cc1	92	95	0	13	102	97	97	94
CC1(C)Cc2c(c(-c3ccco3)nc3sc4c(NCCN5CCOCC5)ncnc4c23)CO1	95	107	3	-9	103	106	108	103
Cc1cc(C)n(C(=O)CCC(=O)NCc2ccccc2)n1	99	100	0	3	98	101	100	111
Cc1ccc(-n2ccc(=O)c(C(=O)Nc3ccc(S(=O)(=O)Nc4nccc(C)n4)cc3)n2)cc1	95	114	4	5	99	108	105	82
Cc1ccc(S(=O)(=O)N2C(=O)CCC2C(=O)N2CCCCC2)cc1 (stereo not drawn)	95	102	0	7	98	96	94	106
Cc1cccc(C(=O)Nc2cccc(OCC(=O)O)c2)c1	104	99	2	-4	99	97	102	93
CCOC(=O)C1(CC2CC2)CCN(C(=O)c2ocnc2C)CC1	104	102	0	21	102	101	103	83
NC(=O)CC(NC(=O)Cc1cccc2ccccc12)c1ccc(N2CCN(c3ccccc3)CC2)c([N+](=O)[O-])c1 (stereo not drawn)	103	91	10	-3	102	77	87	96
CN(Cc1ccccc1)S(=O)(=O)c1ccc(OCC(=O)Nc2cccc([N+](=O)[O-])c2)cc1	100	105	0	-9	106	103	110	105
COc1ccc(C(=O)NC(=S)N(C)Cc2ccccc2)cc1Br	104	99	2	18	97	100	102	96
CCOc1ccccc1N/C=C/C(=O)C(C)(C)C	103	97	0	-15	99	94	99	101
Cc1onc(-c2ccccc2)c1C(=O)NCCCc1ccccc1	95	97	2	16	96	98	94	123
CC(=O)Nc1ccc(NC(=O)C(C)OC(=O)c2cccs2)cc1 (stereo not drawn)	97	103	0	7	99	106	99	99
CCOc1ccc(CCNC(=O)COC(=O)c2cccnc2OCC)cc1OCC	98	102	1	-3	99	106	100	79
CCC1=NN2C(=N)/C(=C/c3ccc(OS(=O)(=O)c4ccccc4)cc3)C(=O)N=C2S1	93	98	2	7	100	100	101	98
CSc1nnc2c(n1)OC(c1ccsc1)N(C(C)=O)c1ccccc1-2 (stereo not drawn)	94	98	0	-3	96	106	105	144
O=C1c2ccccc2C(=O)N1CCCCN(C(=O)c1ccco1)c1ccc(Cl)cc1	99	101	5	-45	94	100	97	104
Additional results:
SMILES	LAP4-GFP MLPCN	MEP2 TOR yeast	GRK2 inh	VLA-4 inh	RPL19A TOR yeast	CIT2-GFP yeast	AGP1-GFP MLPCN	Yeast superoxide
CCNCc1cc(Br)c(OCC(=O)Nc2ccccc2)c(OC)c1	89	102	0	-7	100	102	107	107
Cc1cccc(C(=O)NC2C(=O)NNC2c2ccc(Cl)cc2)c1 (stereo not drawn)	99	102	2	13	101	99	100	103
O=C(COC(=O)c1ccc(OC(F)F)cc1)NC(=O)NC1CCCC1	108	102	3	-7	104	103	102	99
C=CCn1c(SCC(=O)Nc2ccc3c(c2)CCC3)nnc1-c1cccs1	108	108	5	5	107	99	104	98
CCCC(=O)Nc1nc2ccc(NC(=O)c3ccccc3F)cc2s1	110	105	0	6	100	92	96	103
CCCC(OC(=O)CN1C(=O)COc2ccccc21)C(=O)NC1CCCC1 (stereo not drawn)	101	103	0	7	100	98	99	97
Cn1c(-c2ccc3nc(N)sc3c2)nc2cc(N)ccc21	102	108	52*	-9	103	104	98	86
CCNC(=O)OCCC12CC3CC(CC(C3)C1)C2	98	88	1	-5	91	89	92	106
Cc1ccc(C)c(Cn2c3ccccc3c3cnn(CC(=O)NCCCN4CCCCC4)c(=O)c32)c1	103	106	0	3	97	104	98	99
CC1(C)CC(=O)/C(=C\c2cccc([N+](=O)[O-])c2)C(C)(C)N1	89	87	0	-14	94	106	103	102
COc1cc2c(cc1OC)C(C)N(C(C)=O)CC2 (stereo not drawn)	119	94	0	9	99	85	85	125
COc1cc2ccccc2cc1C(=O)OCC(=O)c1c(N)n(C)c(=O)n(C)c1=O	97	96	1	7	98	92	97	122
O=C(O)CC(CNC(=O)C1CCCN1C(=O)OCc1ccccc1)c1ccccc1 (stereo not drawn)	94	105	2	0	105	97	97	97
COc1ccc(Cc2nnc(NC(=O)Nc3cccc(OC)c3)s2)cc1	92	97	2	8	100	99	103	76
CC(CC(=O)N1CCc2ccccc21)n1cccn1 (stereo not drawn)	88	93	1	7	96	101	94	86
CCN(CC)S(=O)(=O)c1ccc(Cl)c(C(=O)NC(C)C(c2cccs2)N2CCCC2)c1 (stereo not drawn)	104	101	0	0	100	107	103	97
O=C(COc1ccc2c3c(c(=O)oc2c1)CCC3)N1CCN(c2ccccc2)CC1	100	102	1	12	99	97	99	92
Cc1ccccc1OCC(=O)Nc1ccc2c(c1)C(=O)c1ccccc1C2=O	94	109	0	14	105	107	105	128
COc1nc(SCC(=O)Nc2ccccc2Cl)nc(N(C)C)n1	108	106	0	4	102	97	103	99
COC(=O)c1ccccc1NC(=O)CSc1nccc(C)n1	101	104	2	2	100	102	101	99
COc1ccccc1OCCC(=O)OCC(=O)NCc1ccc(Cl)cc1	122	107	1	-21	98	101	116	103
CCOC(=O)c1c(NC(=O)CCC(=O)N2CCOCC2)sc2c1CC(C)(C)OC2	104	106	0	6	107	100	108	113
O=C(O)c1cnn2c1NC(c1ccc(F)cc1)CC2C(F)(F)F (stereo not drawn)	97	103	0	6	103	94	101	98
COc1cc(-c2[nH]ncc2CN2CCSCC2)cc(OC)c1OC	100	102	1	-2	99	99	104	100
Cc1ccc(S(=O)(=O)Nc2cccc(C(=O)N3CCCC3)c2)cc1F	97	92	0	-15	97	102	101	98
Next compounds.
SMILES	LAP4-GFP MLPCN	MEP2 TOR yeast	GRK2 inh	VLA-4 inh	RPL19A TOR yeast	CIT2-GFP yeast	AGP1-GFP MLPCN	Yeast superoxide
Cc1nc(N(C)Cc2ccccc2)c2c(C)c(C)sc2n1	102	106	2	1	96	99	94	80
Cc1nc([N+](=O)[O-])c(SCC(O)CCl)n1Cc1ccc(Cl)cc1 (stereo not drawn)	96	100	0	-2	97	93	96	90
CSc1cccc(N2CC(C(=O)N(Cc3nnc(-c4ccccc4Cl)o3)C3CC3)CC2=O)c1 (stereo not drawn)	95	106	12	-8	104	97	90	89
CC1CC(C)CN(S(=O)(=O)c2ccc(NC(=O)C3COc4ccccc4O3)cc2)C1 (stereo not drawn)	111	106	0	19	100	100	102	114
CS(=O)(=O)Oc1ccc(/C=C2\C(=N)N3N=C(CC(=O)N4CCOCC4)SC3=NC2=O)cc1Cl	84	99	0	5	103	110	103	89
Cc1cccc(N(CC(=O)NC(C)C)C(=O)c2ccc(N3CCCC3)nc2)c1	102	100	1	5	99	97	100	100
CCN(CC)S(=O)(=O)c1ccc(N(C)Cc2cccc(OC)c2OC)nc1	102	100	4	1	103	105	96	91
COc1ccc(-c2csc(NC(C)c3nc4cc(Cl)c(N5CCCCC5)cc4n3CCCO)n2)cc1 (stereo not drawn)	133	97	0	9	100	99	91	102

Screening results (PubChem)
